# Bioassay records: PubChem, National Center for Advancing Translational Sciences (NCATS)
# Abeta yeast res = A-beta toxicity reversal in yeast; yeast expressing A-beta42, growth rescue, OD600, 48 h; response scale: 0% DMSO, 100% iron-clioquinol control; Potency, µM (top dose mostly 46.1 µM), inactives show at the top dose growth rescue, usual class: activators; actives 0.063% (n = 410,000); note: potency is the fitted concentration of half-maximal effect; nearly all actives have a fitted effect of over 55% in size
#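 Growth rescue measured by 600 nm absorbance after 48 h yeast culture at 30 C with compound. Values normalized between DMSO and an equimolar ferric chloride plus clioquinol control.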
# GLP1R cytotox = cytotoxicity in counter-screen for GLP-1R inverse agonists; Potency, µM (titrated, usually from 38.3 µM), for inactives: at the top dose activity change, negative = inhibition, hits mostly inhibitors; AID 624418; HEK293 cAMP-luciferase reporter cells, luminescence, 24 h; actives 0.13% (n = 410,000);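 note: loss of luciferase light is scored as toxicity; potency is the fitted concentration of half-maximal effect; % is set by controls: 0 for no effect and ±100 for the full control effect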
#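 Luminescence readout: signal drop marks cytotoxicity. Plated cells grew 12 h at 37 °C, 5% CO2, received 23 nL compound for 24 h, then got luciferase reagent, read after 12 min at RT.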
# FUS suppressor = rescues growth of FUS-expressing yeast | actives 0.24% (n = 390,000) | Potency, µM (highest dose often 76.6 µM), for the others: at the top dose growth rescue (activation), actives largely listed as activators | AID 1347120 | S. cerevisiae FUS-expressing, growth rescue, OD600, 24 h;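 note: potency is the fitted concentration of half-maximal effect; plate controls were DMSO vehicle for no effect and reference control for full effect; nearly all actives have a fitted effect of over 55% in size; some results filed as inactive show a strong effect at the top dose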
#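 Read-out: OD at 600 nm after 24hr at 30C, reporting rescue of FUS-induced yeast toxicity. Cells at OD 0.005 in galactose (2%) minimal medium; compounds tested in a dilution series; CP55940 titration from 92uM final as control.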
# Mm-Cpn inhibitor = blocks the Methanococcus maripaludis chaperonin Mm-Cpn; purified Mm-Cpn ATPase, ADP Transcreener TR-FRET; Potency, µM (top dose mostly 76.9 µM), without a hit: at the highest dose activity, negative = inhibition, hits mostly inhibitors; actives 0.031% (n = 330,000); AID 504842; note: potency is the fitted concentration of half-maximal effect; % is set by controls: 0 for no effect and ±100 for the full control effect; nearly all actives have a fitted effect of over 80% in size
#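 Reaction buffer contained 30 mM Tris pH 7.4, 100 mM KCl, 5 mM MgCl2 and 1 mM DTT. Mm-CPN (25 nM final) hydrolysed 10 uM ATP over 30 min at 37°C; ADP was read by HTRF.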
# TDP-43 yeast inh = inhibitors of TDP-43 toxicity in yeast; actives 1.8% (n = 410,000); AID 652104; TDP-43 expressing yeast growth rescue, BacTiter-Glo, 24 h; Potency, µM (top dose mostly 46.1 µM), inactives show at the highest dose growth rescue (activation), usual class: activators; note: potency is the fitted concentration of half-maximal effect; % of control where 0% means no effect; nearly all actives have a fitted effect of over 50% in size
#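 Readout is BacTiter-Glo luminescence of cell growth, so inhibitors register as activators. TDP-43-expressing yeast at OD600=0.02 in galactose medium, after raffinose pregrowth to mid-log, were incubated with compound for 24 hr at 30 deg C.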
# GLP1R inv ag = GLP-1 receptor (human) inverse agonism. P43220. HEK293 GLP-1R CRE-luciferase, luminescence, 24 h; GLP-1R form is constitutively active. Potency, µM (top dose mostly 38.3 µM), for the others: at the top dose activity change, negative = inhibition, hits mostly inhibitors. actives 1.6% (n = 410,000). AID 624417; note: potency is the fitted concentration of half-maximal effect; % is set by controls: 0 for no effect and ±100 for the full control effect; nearly all actives have a fitted effect of over 55% in size
# Target sequence (P43220 whole entry, looked up): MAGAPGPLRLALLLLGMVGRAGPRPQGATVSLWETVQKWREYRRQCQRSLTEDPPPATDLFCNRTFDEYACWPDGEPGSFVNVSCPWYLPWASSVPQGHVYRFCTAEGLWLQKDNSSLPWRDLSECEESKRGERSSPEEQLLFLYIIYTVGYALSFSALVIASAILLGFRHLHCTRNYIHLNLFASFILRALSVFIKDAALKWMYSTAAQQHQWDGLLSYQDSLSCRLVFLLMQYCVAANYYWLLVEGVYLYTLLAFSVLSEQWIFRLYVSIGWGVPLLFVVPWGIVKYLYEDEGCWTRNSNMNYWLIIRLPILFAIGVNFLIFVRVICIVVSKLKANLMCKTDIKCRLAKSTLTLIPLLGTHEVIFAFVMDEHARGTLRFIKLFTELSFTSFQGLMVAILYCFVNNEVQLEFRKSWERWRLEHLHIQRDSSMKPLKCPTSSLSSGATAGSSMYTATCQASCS
#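 Seeding at 200 cells/uL, 12 h culture, 24 hr compound treatment, then luciferase reagent and a luminescence read; cells are HEK293 stably expressing a constitutively active GLP-1R plus cAMP-responsive luciferase.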
# Akt phos inh = blocks phosphorylation of Akt; Neuro2A IGF-stimulated pAkt S473 HTRF, 20 min; stronger effect = lower value; activity change, % for hits at 50 µM; actives 0.32% (n = 360,000); AID 651550; in the data active = activity change below about -80%; inconclusive = mostly about -51% to -80%; note: % is set by controls: 0 for no effect and ±100 for the full control effect
#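 Neuro2A cells (4,500/well, DMEM with 0.5% FBS) were treated with compound at a single 50 µM final concentration, stimulated with 6 nM IGF for 20 min at 37 °C, and lysed. Phospho-Akt Ser473 was read by HTRF as 665/615 ratio ×10^4.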
# aSyn rescue = rescues yeast growth from alpha-synuclein toxicity | Yeast expressing alpha-synuclein, growth rescue, BacTiter-Glo, 24 h | Potency, µM (top dose mostly 46.1 µM), inactives show at the highest dose growth rescue (activation), hits mostly activators | actives 0.14% (n = 370,000); note: potency is the fitted concentration of half-maximal effect; % of control where 0% means no effect; nearly all actives have a fitted effect of over 65% in size
#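 Galactose-induced alpha-syn yeast (OD600=0.02, raffinose-pregrown) + pinned cpd, 24 hr, 30 deg C; growth by BacTiter-Glo luminescence. Growth restoration scores as activation.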
# PTHR1 agonist = activates the human parathyroid hormone receptor PTHR1; Potency, µM (top dose mostly 115 µM), for inactives: top-dose activation, most hits filed as activators; actives 0.075% (n = 410,000); HEK293 GP2 PTHR1 cells, GloSensor cAMP luminescence, 1 h; AID 743266; note: potency is the fitted concentration of half-maximal effect; nearly all actives have a fitted effect of over 55% in size; some results filed as inactive show a strong effect at the top dose; inactives centre near -15; many of its hits are not listed in these tables
# Target sequence (Q03431 whole entry, looked up): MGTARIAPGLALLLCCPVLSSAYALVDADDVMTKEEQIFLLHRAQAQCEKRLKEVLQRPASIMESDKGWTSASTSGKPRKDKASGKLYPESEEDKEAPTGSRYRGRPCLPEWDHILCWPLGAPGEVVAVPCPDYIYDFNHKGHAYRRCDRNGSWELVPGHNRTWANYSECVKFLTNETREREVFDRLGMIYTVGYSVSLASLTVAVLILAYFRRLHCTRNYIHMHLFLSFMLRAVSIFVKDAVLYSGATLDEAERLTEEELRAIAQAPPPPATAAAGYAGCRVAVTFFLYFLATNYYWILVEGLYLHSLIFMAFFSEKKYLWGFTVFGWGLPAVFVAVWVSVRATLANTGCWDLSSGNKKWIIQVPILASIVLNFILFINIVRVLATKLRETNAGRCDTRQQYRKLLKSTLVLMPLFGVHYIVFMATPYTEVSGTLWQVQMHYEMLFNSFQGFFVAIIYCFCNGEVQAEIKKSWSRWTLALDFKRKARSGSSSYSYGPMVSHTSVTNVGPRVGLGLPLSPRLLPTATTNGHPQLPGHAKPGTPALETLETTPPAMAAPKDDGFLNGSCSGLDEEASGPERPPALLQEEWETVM
#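 HEK-293-derived GP2 cells expressing PTHR1 and a GloSensor cAMP reporter, 3,000/well, plated overnight, given luciferin plus IBMX (each 0.5 mM as added) for 1 h at 37 °C, then compound for 1 h at 37 °C. Luminescence was read after 15 min at room temperature.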
# The depositor's hits bear a star; i = inactive; ? = inconclusive; · = no result given; & = joins results of further samples; [ ] = another dose, or the depositor's remark. Unless noted, calls come from the whole dose curve; as a rule, active = well fitted curve in the direction sought with a large enough effect; inconclusive = small, poorly fitted or top-dose-only effect, or another doubt; inactive = no such curve, though single readings can be large; an effect the other way counts as inactive or inconclusive. The list is partial, so the mix of outcomes need not match the whole.
SMILES,Abeta yeast res,GLP1R cytotox,FUS suppressor,Mm-Cpn inhibitor,TDP-43 yeast inh,GLP1R inv ag,Akt phos inh,aSyn rescue,PTHR1 agonist
CN(C)CC(O)CN(c1ccccc1)c1ccccc1 (stereo unspecified),-5%,1%,10%,0%,-26%,?,i,-3%,-1%
CC(=O)N1CCC(=O)Nc2ccc([N+](=O)[O-])cc21,4%,-11%,-23%,2%,-8%,16%,i,1%,-19%
CC(=O)NC1CC2CCCC(C1)N2S(=O)(=O)c1cccc(F)c1 (stereo unspecified),-8%,8%,32µM*,2%,-5%,6%,i,-1%,-2%
Cc1ccc(C(c2nnnn2CS(=O)(=O)c2ccc(C)cc2)N2CCC(C)CC2)cc1 (stereo unspecified),18%,0%,-16%,2%,17%,-5%,i,2%,i
O=C(Nc1ccc(-c2nc3ccccc3o2)cc1)c1cc(-n2cnnc2)ccc1Cl,4%,-14%,32%,-4%,13%,-2%,i,0%,-23%[57.5 µM]
O=C(CCn1c(SCC(=O)c2ccccc2)nc2ccccc2c1=O)NCc1ccc(F)cc1,0%,9%,16%,0%,-7%,0%,i,-7%,4%[57.5 µM]
CCOC(=O)C(=O)Nc1ncc(Cl)s1,-6%,5%,4%,2%,-5%,0%,i,2%,i
O=[N+]([O-])c1cccc(/C=N/NS(=O)(=O)c2ccccc2)c1,-11%,-13%,8%,0%,-8%[9.22 µM],15%,i,-1%,-16%
Cc1ccc(NC(=O)CN2C(=O)CCSc3ccccc32)c(C)c1,-8%,2%,11%&6%,·,16µM*,-8%,·,3%,i
Cc1cc(C)cc(C(=O)NCC(=O)OCN2C(=O)c3ccccc3C2=O)c1,-14%,-5%,·,2%,0%,9%,i,0%,-3%
CCCCN1C2CCCC1CC(NC(=O)C1CCCCC1)C2 (stereo unspecified),27%,-8%,-5%,1%,5%,1%,i,0%,-6%[57.5 µM]
CC1CCCC(NC(=O)NC(=O)COC(=O)C2=NN(c3ccccc3)C(=O)CC2)C1C (stereo unspecified),?,-34%,13%,1%,27%,-2%,i,10%,-21%
N/C(=N\OC(=O)c1ccc(Cl)cc1[N+](=O)[O-])c1cccnc1,-6%,-13%,18%,-5%,16%,4%,i,0%,i
CN(Cc1ccccc1)C(=O)c1ccc(NC(=O)Cc2ccc(NC(=O)C3CCN(C(=O)C4CCCCC4)CC3)cc2)cc1,4%,-13%,?,·,14%,0%,i,-5%,-61%[inhibitor]
CC(C)(C)c1ccc(C(=O)N2CCCC2)s1,5%,-5%,0%,2%,15%,-8%,i,-5%,i
CSCCC(NS(=O)(=O)c1ccc2c(c1)oc(=O)n2C)C(=O)NCc1ccc(C)cc1 (stereo unspecified),2%,1%,-36%,-2%,-11%,4%,i,1%,-16%
O=c1[nH]nc(-c2n[nH]c(=O)o2)o1,-9%,-5%,·,·,2%,23%,i,-8%,i
Cc1ccc(N/N=C(\C#N)C(=N)N2CCCCC2)cc1,-11%,?,5%,1%,-17%,?,i,-13%,-85%[inhibitor]
COc1ccc(N(CC(=O)NCc2ccccc2OC)S(=O)(=O)c2ccc(C)cc2)cc1Cl,1%,-1%,37%,1%,-1%,?,i,14%,-18%
NS(=O)(=O)c1ccc(NC(=O)COC(=O)c2cnc(Cl)c(Cl)c2)cc1,-3%,-1%,-1%,-1%,13%,1%,i,2%,i
Cc1cc(C)cc(OCC(=O)Nc2ccc3c(c2)OCO3)c1,5%,12%,2%,-2%,-7%,?,i,1%,-5%
O=C(CCc1ccccc1)Nc1ccc2c(c1)C(=O)OC2,-11%,5%,-2%,-2%,17%,13%,i,-1%,i
CCSc1nc2c(c(=O)n1Cc1ccccc1)SC(C)C2 (stereo unspecified),-24%,-21%,14%,1%,?,?,i,-9%,i
Cc1ccc2c(CSc3nc4ccccc4c(=O)n3CCCO)cc(=O)oc2c1,5%,2%,8%,·,-5%,12%,i,0%,17%
Cc1ccc(S(=O)(=O)N2CC(C)N(C(=O)N3CCOCC3)C2C)cc1 (stereo unspecified),-3%,4%,16%,1%,-16%,-8%,i,4%,i
O=C(COC(=O)Cc1c(Cl)cccc1Cl)Nc1ccc(OC(F)(F)F)cc1,4%,0%,-14%,2%,14%,?,i,11%,-52%[inhibitor]
Cc1cccc(N2CCN(S(=O)(=O)c3cc(C(=O)Nc4ccccc4Cl)ccc3F)CC2)c1C,9%,0%,-5%,·,6%,?,·,·,-21%
COc1ccc(OC(=O)CCc2c[nH]c3ccccc23)cc1,-10%,17%,6%,0%,-7%,25%,i,-7%,i
Cn1c(CSc2ncccn2)nnc1SCC(=O)N1CCCC1,-3%,8%,-11%,-1%,9%,9%,i,-4%,-60%[inhibitor]
CCn1c(SC)nnc1C1CCCN(CC(=O)Nc2ccccc2N2CCOCC2)C1 (stereo unspecified),-15%,-6%,19%,1%,-3%,-11%,i,1%,-45%[inhibitor]
CCC(c1nnnn1C1CCCC1)N1CCN(C/C=C/c2ccccc2)CC1 (stereo unspecified),-7%,2%,-16%,·,13%,-12%,i,0%,-22%
CC(C)(C)c1ccc(-c2nc(SCC(=O)Nc3ccccc3F)n3[nH]c(=O)cc3n2)cc1,-12%,-4%,25%,·,0%,?,·,·,i
Cc1ccc(-n2ncc3c(Nc4cccc(C(F)(F)F)c4)ncnc32)cc1C,-3%,-1%,-13%,·,?,?,·,·,-4%
CC(C)CCNC(=O)C1CCN(S(=O)(=O)c2ccc3c(c2)CC(C)N3C(=O)C2CCC2)CC1 (stereo unspecified),8%,0%,28%,1%,7%,-5%,i,1%,i
Cc1ccc(C)c(N2CCN(S(=O)(=O)c3c(C)[nH]c(C)c3C(=O)N3CCCCC3)CC2)c1,-6%,-13%,?,-3%,-13%,?,i,-1%,-23%
COc1ccc(N2CC(NC(=O)c3ccc4ccccc4c3)CC2=O)cc1OC (stereo unspecified),4%,-12%,5%,0%,0%,12%,i,2%,-16%
CN(C(=O)Cn1c(=O)oc2cc(S(=O)(=O)N3CCCC3)ccc21)C1CCCCC1,0%,-4%,11%,1%,-9%,?,i,-7%,-28%
COc1cccc(S(=O)(=O)NCc2ccc(C(=O)N3CCN(C)CC3)cc2)c1,11%,18%,-2%,1%,7%,?,i,-4%,12%
C[C@H](NC(=O)c1nc[nH]c1C(=O)NCCCCCNC(=O)OC(C)(C)C)C(=O)OC(C)(C)C,0%,-9%,23%,·,8%,-8%,i,0%,-28%
CC(=O)NCCC(=O)Nc1ncc(S(=O)(=O)c2ccc([N+](=O)[O-])cc2)s1,4%,-8%,17%,-3%,-5%,-12%,i,-2%,-19%
CCCCN1C(=O)C(O)=C(C(C)=O)C1c1ccccc1 (stereo unspecified),17%,10%,-10%,-3%,11%,-8%,i,6%,-8%[57.5 µM]
COC(=O)CN1C(=O)C(C)(C)Oc2ccc(C(=O)NC3CC3)cc21,-2%,-1%,14%,3%,17%,0%,i,-11%,-4%[57.5 µM]
O=C1C(C23CC4CC(CC(C4)C2)C3)C(=O)N(c2ccccc2)N1c1ccccc1,-4%,-5%,1%,-1%,-15%,-1%,i,-8%,-8%[57.5 µM]
O=C1CS/C(=N\c2ccccn2)N1C1CCCCC1,-13%,-1%,-7%,-3%,-19%,-14%,i,-13%,-7%[57.5 µM]
CCOC(=O)C(CCCOc1ccccc1C)C(=O)OCC,22%,0%,4%,0%,5%,-29%,i,2%,-21%[57.5 µM]

# Gathered by group: the compounds so far containing a CF3 group
SMILES,Abeta yeast res,GLP1R cytotox,FUS suppressor,Mm-Cpn inhibitor,TDP-43 yeast inh,GLP1R inv ag,Akt phos inh,aSyn rescue,PTHR1 agonist
O=C(COC(=O)Cc1c(Cl)cccc1Cl)Nc1ccc(OC(F)(F)F)cc1,4%,0%,-14%,2%,14%,?,i,11%,-52%[inhibitor]
Cc1ccc(-n2ncc3c(Nc4cccc(C(F)(F)F)c4)ncnc32)cc1C,-3%,-1%,-13%,·,?,?,·,·,-4%

# Individual results from the entries so far:
# GLP1R cytotox with CC(=O)NCCC(=O)Nc1ncc(S(=O)(=O)c2ccc([N+](=O)[O-])cc2)s1 stands at -8%
# GLP1R cytotox with O=C1CS/C(=N\c2ccccn2)N1C1CCCCC1 stands at -1%

# Remaining list, next part
SMILES,Abeta yeast res,GLP1R cytotox,FUS suppressor,Mm-Cpn inhibitor,TDP-43 yeast inh,GLP1R inv ag,Akt phos inh,aSyn rescue,PTHR1 agonist
O=C(CCCCCCCC(=O)NCC1CCCO1)NCC1CCCO1 (stereo unspecified),18%,12%,14%,-1%,-12%,0%,i,-10%,-24%
O=C(NCc1cccnc1)c1sc2cc(Cl)ccc2c1Cl,-4%,-13%,-15%,-1%,-11%,6%,i,0%,i
CC(NC(=O)COc1ccc(-c2nnco2)cc1)c1ccc(Cl)cc1Cl (stereo unspecified),-8%,21%,·,-1%,12%,-5%,i,12%,-36%[inhibitor]
Cc1ccc(S(=O)(=O)N2CC(O)C[C@H]2C(=O)OCC(=O)N2CCN(c3ccc(F)cc3)CC2)cc1C (stereo partly specified),6%,2%,23%,·,13%,?,i,6%,-31%[inhibitor]
O=C(Nc1nc2nccc(-c3ccccc3)n2n1)c1ccccc1,6%,-15%,4%,1%,-11%[1.82 µM],1%,i,-7%,-4%
CC1=C(C(=O)OCc2ccc(C)cc2)C(c2c(Cl)cccc2Cl)CC(=O)N1 (stereo unspecified),0%,1%,7%,·,8%,17%,·,·,-13%
O=C1C=C(Nc2ccc(Cl)cc2Cl)CC(c2ccco2)C1 (stereo unspecified),-28%,?,11%,2%,?,?,i,1%,-15%
